# IMPase Li inh – cell-permeable IMPase inhibitors with lithium potentiation. CHO-M1 cells, IP1 TR-FRET (IP-One), carbachol + lithium. Potency, µM (highest dose often 59.4 µM), inactives show top-dose activity, negative = IMPase inhibition, hits mostly inhibitors. 210,000 tested, 0.35% active. AID 1457;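 also: IP1 builds up when IMPase is blocked and the TR-FRET signal falls; potency is read from the fitted curve at half-maximal effect; plate controls were basal vehicle for no effect and high inhibitor control for full effect; nearly all actives have a fitted effect of over 50% in size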
#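 CHO-M1, 2000 cells/well, 16–30 h culture; cpd + low Li+, 30 min 37C; lysis with d2-IP1/Eu-anti-IP1 Ab, 10 min RT; TR-FRET 665/620 ratio and 620 channel; AC50 via Hill.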
# CBFb RUNX1 block – CBF-beta/RUNX1 interaction disruption; Q01196+Q13951; AlphaScreen CBFb-His/RUNX1-biotin binding, biochemical; Potency, µM (highest dose often 59.8 µM), for the others: top-dose activity, negative = inhibition, actives largely listed as inhibitors; 230,000 tested, under 10 active; AID 1477; also: % of control where 0% means no effect
#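 Bead-based AlphaScreen assay; binding partners His-tagged CBF-beta and biotinylated RUNX1 at 30 nM each. Compound exposure 15 min after a 20-min protein preincubation; bead step 90 min; all steps at room temperature.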
# NPSR antagonist – neuropeptide S receptor (human) antagonism, cAMP; Q6W5P4; CHO-NPSR cells, cAMP TR-FRET, antagonist mode; Potency, µM (series often up to 38.3 µM), for inactives: at the top dose activity change, negative = inhibition, actives largely listed as inhibitors; 220,000 tested, 1% active; AID 1461; also: potency is read from the fitted curve at half-maximal effect; % is scaled to controls: 0 for no effect and ±100 for the full control effect; nearly all actives have a fitted effect of over 50% in size; many of its hits are not listed in these tables
# Target sequence (Q6W5P4 whole entry, looked up): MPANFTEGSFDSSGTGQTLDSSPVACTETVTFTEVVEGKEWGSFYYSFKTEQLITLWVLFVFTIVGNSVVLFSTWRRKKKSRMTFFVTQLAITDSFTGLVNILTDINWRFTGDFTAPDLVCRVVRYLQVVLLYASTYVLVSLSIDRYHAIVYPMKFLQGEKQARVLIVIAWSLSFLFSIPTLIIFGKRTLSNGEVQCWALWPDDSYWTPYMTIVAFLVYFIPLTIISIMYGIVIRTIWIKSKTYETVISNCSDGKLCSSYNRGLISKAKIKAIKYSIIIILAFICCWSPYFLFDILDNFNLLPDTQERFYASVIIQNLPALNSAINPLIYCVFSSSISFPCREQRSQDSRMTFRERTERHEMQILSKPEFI
# Epigenetic derep – derepresses silenced GFP reporter in murine cells; murine LDR cells, GFP reporter derepression, 30 h; Potency, µM (titrated, usually from 53.9 µM), inactives show top-dose GFP activation, actives largely listed as activators; 280,000 tested, 0.2% active; also: potency is read from the fitted curve at half-maximal effect; % of control where 0% means no effect; nearly all actives have a fitted effect of over 60% in size
#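 Derepression of a silenced CMV-GFP reporter in murine LDR cells is scored by enumerating GFP-positive cells with a laser-scanning microplate cytometer after 30 hours of treatment at 37 C.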
# Luc counter – blocks Kinase-Glo luciferase, a counter-screen artifact. Q27757. Kinase-Glo luciferase, ATP luminescence, 8 min. Potency, µM (titrated, usually from 38.3 µM), for inactives: top-dose activity change, negative = inhibition, most hits filed as inhibitors. 200,000 tested, 0.28% active. AID 1379; also: potency is read from the fitted curve at half-maximal effect; % is scaled to controls: 0 for no effect and ±100 for the full control effect; nearly all actives have a fitted effect of over 60% in size
#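 Recombinant Kinase-Glo luciferase, 10 uM ATP (linear range), luciferin; imidazole pH 7.2 / KCl / MgCl2 / Tween / BSA buffer; 8 min RT; luminescence.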
# LMNA splice mod – modulators of lamin A splicing; Potency, µM (titrated, usually from 46.1 µM), without a hit: at the highest dose ratio change, negative = inhibition, actives largely listed as inhibitors; 200,000 tested, 0.01% active; HeLa LMNA splicing GFP/RFP minigene ratio, 48 h; active = well fitted inhibition curve with a large enough effect in the signal ratio, with a control signal flat, not every such curve was filed as active; inconclusive = small, poorly fitted or top-dose-only effect, or effect the other way, or a change in a side signal; the % refers to the signal ratio; also: potency is read from the fitted curve at half-maximal effect; % is scaled to controls: 0 for no effect and ±100 for the full control effect
#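 S3 HeLa stable clones carrying a lamin A-EGFP splicing minigene plus DsRed2 were seeded at 600 cells/well in Opti-MEM with 2% FBS, pin-dosed and incubated 48 h at 37°C. Acumen cytometry (488 nm) gave the GFP/RFP total-intensity ratio.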
# aGal spleen mod – inhibits or activates alpha-galactosidase in human spleen homogenate; human spleen homogenate, 4MU-alpha-Gal fluorescence, 40 min; 240,000 tested, 0.008% active; Potency, µM (series often up to 80 µM), for the others: at the highest dose activity change, negative = inhibition, hits mostly inhibitors;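 also: potency is read from the fitted curve at half-maximal effect; 0% = enzyme with vehicle and -100% = no enzyme basal signal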
# Target sequence (P06280 32-429 limits assumed): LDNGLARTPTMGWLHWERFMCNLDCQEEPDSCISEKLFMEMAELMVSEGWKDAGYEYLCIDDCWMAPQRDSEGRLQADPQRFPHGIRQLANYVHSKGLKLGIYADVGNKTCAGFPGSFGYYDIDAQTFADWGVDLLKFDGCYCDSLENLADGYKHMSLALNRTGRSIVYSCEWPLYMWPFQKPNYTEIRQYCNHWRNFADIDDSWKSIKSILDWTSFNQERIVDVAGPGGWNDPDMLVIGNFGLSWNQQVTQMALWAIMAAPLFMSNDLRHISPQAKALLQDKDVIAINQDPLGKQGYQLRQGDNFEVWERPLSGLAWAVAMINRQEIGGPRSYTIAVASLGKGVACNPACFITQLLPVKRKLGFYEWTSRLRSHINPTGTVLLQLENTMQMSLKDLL
#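 Fluorogenic readout (Ex 365/Em 440 nm) of 4-methylumbelliferone released from 1 mM 4-MU-alpha-galactoside by spleen homogenate, 40 min at 37C, pH 5.0. Data normalized to no-enzyme and enzyme controls; Hill-equation AC50 from compound titrations.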
# * marks the source's active call; other numbers are inactive results; ? = inconclusive; . = no result given; [ ] = dose if it differs, or a comment. Unless noted, calls follow the shape of the dose curve; as a rule, active = well fitted curve in the direction sought with a large enough effect; inconclusive = small, poorly fitted or top-dose-only effect, or another doubt; inactive = no such curve, though single readings can be large; an effect the other way counts as inactive or inconclusive.
# Values run as follows: IMPase Li inh | CBFb RUNX1 block | NPSR antagonist | Epigenetic derep | Luc counter | LMNA splice mod | aGal spleen mod
- CC(C)NC(=O)CC(=O)N/N=C/c1ccc(Br)cc1
    5.9%[38.3 µM] | -3.4% | -7.1%[46.1 µM] | 0.4% | -3.2% | -14.1% | 3.6%
- O=C(O)CN1CCN(Cc2ccccc2)C1=O
    2.0%[38.3 µM] | 9.9% | -7.9%[46.1 µM] | -1.1% | 6.7% | 3.9% | 5.5%
- CN(C)S(=O)(=O)c1ccc2c(c1)C(CC(=O)O)NC2=O (centres undefined)
    -0.4%[38.3 µM] | -2.3% | -0.7%[46.1 µM] | -0.7% | -0.1% | -3.5% | 1.4%
- CC(C)C(C(=O)Nc1sc2c(c1C#N)CCCCC2)N1C(=O)c2ccccc2C1=O (centres undefined)
    -4.2%[38.3 µM] | -6.5% | ? | 5.1% | -5.9% | 5.5% | -2.8%
- CC(C)CC(NC(=O)C(NC(=O)C(Cc1ccc(OCc2ccccc2)cc1)NC(=O)OC(C)(C)C)C(C)C)C(N)=O (centres undefined)
    0.6% | 5.9% | -16.2% | 2.1% | -0.1% | -3.9% | 2.0%
- COc1ccccc1CNc1ccc([N+](=O)[O-])cc1C
    25.7% | -12.4% | 23.5% | 1.1% | -2.8% | . | -5.2%
- Cc1ccc(NC(=O)Nc2cnccn2)cc1C
    . | 8.7% | -13.0% | 0.4% | . | . | 2.2%
- COCCCNC(=O)/C=C/c1ccc(OCc2c(F)cccc2Cl)cc1
    24.9% | 0.7% | -23.0% | -3.8% | 1.7% | 1.9%[46 µM] | -19.7%
- CCC(C)Sc1nc2c(c(=O)[nH]c(=O)n2C)n1CC(O)COc1ccccc1C (centres undefined)
    4.7% | 14.3% | -4.8%[46.1 µM] | -1.2% | -0.7% | -7.8% | 4.3%
- CCc1ccc(NC(=O)C(=O)NNC(=O)COc2cccc(OC)c2)cc1
    4.4% | -3.2% | 5.5% | 0.1% | -1.4% | 7.4% | -0.7%
- Cc1ccc(CNC(=O)CCCC(=O)Nc2cc(C)on2)cc1
    1.3% | 13.7% | -1.3% | -1.4% | -1.3% | 4.8%[46 µM] | 7.1%
- O=C(CCc1ccccc1)N/N=C/c1cccc([N+](=O)[O-])c1
    0.3% | -0.6% | 13.8% | -4.2% | -0.1% | 17.9%[46 µM] | -3.6%
- Oc1ccc(Oc2ccc3c(C(F)(F)F)cc(C(F)(F)F)nc3n2)cc1
    -22.9%[38.3 µM] | 3.9% | -3.3%[46.1 µM] | -2.2% | -1.0% | 21.8% | -9.0%
- CC(C)CC(=O)NC(=S)Nc1nc(-c2cccc3ccccc23)cs1
    13.9%[38.3 µM] | -2.8% | -22.6%[46.1 µM] | -0.9% | -2.5% | 12.3%[0.0737 µM] | 3.3%
- Cc1ccsc1C(=O)Nc1n[nH]c(C(F)(F)F)n1
    . | 3.2% | ? | -2.9% | . | . | 4.0%
- COc1ccccc1N1CCN(C(=O)CN2C(=O)C3CCCCC3C2=O)CC1 (centres undefined)
    -3.5% | 3.6% | -17.5% | 0.2% | 0.6% | 7.6%[46 µM] | -3.2%
- Cc1cc2ncn(N)c2cc1C
    7.9%[38.3 µM] | 13.9% | -6.0%[46.1 µM] | -12.7% | -2.7% | -13.6% | 3.8%
- CCC(C(=O)NC(C)CCc1ccco1)n1nc(C)n2c(cc3occc32)c1=O (centres undefined)
    2.7% | 1.5% | -6.6%[46.1 µM] | 0.1% | 2.4% | -10.2% | -22.8%
- COc1ccc(-n2c(=S)[nH]c3[nH]ncc3c2=O)cc1
    . | 11.8% | -10.7% | 0.1% | . | . | 10.6%
- COc1ccc(C(C)NC(=O)c2ccc(Cl)cc2)cc1OC (centres undefined)
    -3.2% | -8.4% | 12.2% | -3.0% | -1.8% | -7.6% | -7.9%
- NCCCC[C@H]1CNC(=O)C(=O)N1CCc1cccc(F)c1
    . | 23.2% | 10.7% | -3.1% | . | . | 1.3%
- CCOc1cc(S(=O)(=O)NCc2ccccc2)ccc1Br
    5.6% | 17.6% | 0.1% | -0.1% | -0.3% | ? | -2.4%
- C/C(=N/N=C1/NC(=O)CC(C(=O)Nc2ccccc2)S1)c1cccs1 (centres undefined)
    -11.1% | -7.9% | -1.0% | 0.9% | -0.6% | ? | -2.6%
- O=C(O)C1CCC(=O)N(C2CCCCC2)C1c1ccccc1Cl (centres undefined)
    . | 3.7% | -10.7% | 1.1% | . | 1.0%[46 µM] | -4.3%
- COc1ccc(C(=O)CC(=O)C(=O)Nc2cc(Cl)c(OC)cc2OC)cc1
    -3.9% | 5.9% | -5.4% | 3.2% | -1.7% | . | -4.1%
- CCCCCCCC(=O)Nc1ccc(S(=O)(=O)Nc2nccs2)cc1
    2.6% | 2.2% | -7.3% | 0.9% | -4.5% | 3.6% | -0.9%
- N=c1ccn(Cc2cccc(F)c2)cc1
    . | -0.7% | 20.5% | -4.1% | . | . | 2.3%
- CCCN(CCC)CCCNC(=O)c1cc2cc3ccc(OC)cc3nc2o1
    -8.0%[38.3 µM] | 2.8% | -3.5%[46.1 µM] | 0.0% | -5.9% | -20.4% | ?
- CCOc1cccc(OCCCOc2ccccc2)c1
    39.0%[activator][38.3 µM] | 22.3% | -16.8%[46.1 µM] | 1.8% | 3.0% | 12.1% | 2.3%
- COc1cc(-n2c(=O)c3ccccc3n(Cc3cccc(F)c3)c2=O)cc(OC)c1OC
    3.9% | -0.2% | -1.8% | ? | 3.9% | . | -1.6%
- Cc1c(-c2ccc(F)cc2)nc(N)c(C#N)c1-c1cccs1
    ? | 3.2% | -26.8%[46.1 µM] | 3.5% | -0.3% | 5.9% | 4.9%
- CCc1ccc(N2CC34C=CC(O3)C(C(=O)OC(C)C)C4C2=O)cc1 (centres undefined)
    5.5% | -7.0% | 25.6%[46.1 µM] | 0.0% | -0.8% | -6.3% | -11.9%
- Cc1nn(CC(=O)NCc2ccco2)c(C)c1[N+](=O)[O-]
    . | -0.8% | 10.4% | 1.0% | . | . | 2.6%
- COCCNC(=O)COc1ccc(Nc2ccccc2)cc1
    3.7%[38.3 µM] | -7.4% | -24.0%[46.1 µM] | -0.9% | -2.3% | 6.4% | 24.5%
- CCc1cccc(CC)c1NC(=S)N(CCN(C)C)C(C)c1cccnc1 (centres undefined)
    -4.9% | 5.4% | 8.7% | 0.1% | -1.3% | ? | 3.2%
- C=CCNC(=S)NCCO
    . | -4.6% | -14.5% | -6.0% | . | . | 11.0%
- Cc1cc(C(=O)OCn2nnc3ccccc3c2=O)c(C)n1-c1ccccc1
    5.5%[38.3 µM] | 17.3% | ? | -0.6% | -0.4% | ? | 4.2%
- CNC(=O)c1ccccc1NC(=O)c1ccc(C)c(S(=O)(=O)N2CCCCC2)c1
    26.7%[38.3 µM] | 3.8% | 16.1%[46.1 µM] | -1.0% | 0.1% | 1.3% | 5.0%
- O=C1CCCN1CN(C(=O)c1ccc2c(c1)OCO2)c1cccc(Cl)c1
    1.1%[38.3 µM] | -2.2% | -7.2%[46.1 µM] | 0.0% | -5.0% | ? | -10.0%
- O=C(CC(c1ccccc1)(c1ccccc1)c1ccccc1)N[C@@H](Cc1ccccc1)C(=O)O
    7.4% | 9.2% | -7.2% | -1.5% | . | . | -2.3%
- CNC(=O)CSc1nnc(-c2ccncc2)n1Cc1ccccc1
    -7.2%[38.3 µM] | 5.3% | -2.7%[46.1 µM] | 1.1% | -6.0% | 9.5% | -9.1%
- Cc1ccc(/C=C(/C#N)C(=O)NC(=O)Oc2ccccc2)cc1
    10.3%[38.3 µM] | 2.4% | 9.3%[46.1 µM] | 0.0% | 2.7% | -6.3% | 5.8%
- CCN(CC)S(=O)(=O)c1ccc(OC)c(NC(=O)c2cc(=O)[nH]c3ccccc23)c1
    2.7% | 3.5% | -8.8% | -0.1% | 1.2% | -8.5%[46 µM] | -5.7%
- COC(=O)CC1Oc2ccc(C)cc2NC1=O (centres undefined)
    4.9%[38.3 µM] | -3.0% | 7.0%[46.1 µM] | 0.0% | 18.0% | -8.7% | -5.6%
- CCOC(=O)CCNC(=O)N1CCCC(CNS(=O)(=O)Cc2ccccc2)C1 (centres undefined)
    2.7% | 9.2% | -11.1% | -0.6% | -1.2% | 9.5%[46 µM] | 4.4%
- CCCCC(=O)Oc1ccccc1C1SCc2cc(C)c(C)cc2CS1
    . | 5.3% | -15.2%[46.1 µM] | 0.0% | . | 0.3% | 3.9%
- CC1CCN(C(=O)CN(CCc2ccccc2)S(C)(=O)=O)CC1
    -3.6%[38.3 µM] | 4.1% | -4.9%[46.1 µM] | -1.1% | -4.2% | -2.0% | 7.6%
- CC(=O)Nc1cc(Cl)ccc1OS(=O)(=O)c1ccc(C)cc1
    4.2% | -0.7% | 3.2% | -2.0% | -0.8% | 5.9% | 2.4%
- CNC(=O)/C(C#N)=C/c1c(N(Cc2ccccc2)Cc2ccccc2)nc2ccccn2c1=O
    -0.9% | -15.8% | ? | 4.4% | -0.5% | 7.4% | ?
- S=c1nc(-c2ccccc2)oc2c1CCCC2
    -11.9%[38.3 µM] | 0.4% | -1.2%[46.1 µM] | -0.9% | 1.4% | 4.8% | 7.4%
- COc1ccc(-c2nnc(SCC(=O)N/N=C/c3ccccc3C(=O)O)n2-c2ccc(Cl)cc2)cc1
    . | 5.2% | -12.4% | 1.0% | . | . | 2.9%
- COc1ccc(S(=O)(=O)N2CCN(c3ccccc3OC)CC2)cc1OC
    -10.8%[38.3 µM] | 7.4% | 7.1%[46.1 µM] | -0.7% | -6.2% | ? | ?
- O=C(Cc1ccc(Cl)cc1Cl)Nc1ccc(OC(F)F)c(Cl)c1
    4.7% | -4.5% | -44.1% | 1.3% | 0.5% | -21.1% | -0.5%
- Cc1ccc(C(=O)NC(c2ccccc2)C(Cl)Cl)cc1 (centres undefined)
    6.4% | 16.5% | -24.2% | 0.0% | 1.2% | ? | -1.6%
- O=[N+]([O-])c1ccc(-c2ncc(-c3ccc(Br)cc3)o2)cc1
    . | 1.0% | 31.8% | -0.3% | . | . | -1.4%
- COc1ccc2c(c1)CCc1c(C(=O)NCc3ccc(Cl)cc3)noc1-2
    -1.1%[38.3 µM] | -0.8% | -18.9%[46.1 µM] | -4.2% | 2.8% | 6.1% | -1.7%
- O=S(=O)(Nc1ccc(Oc2ncccn2)c(Cl)c1)c1ccc(Cl)cc1
    20.9%[38.3 µM] | 6.3% | 7.4%[46.1 µM] | 2.1% | 3.3% | -11.8% | -5.9%

# Not all compounds are listed (hit frequency here may not be typical).
